# TcdB inh – blocks C. difficile toxin B glycohydrolase activity; TcdB glycohydrolase enzymatic assay, plate reader; inhibition, % at 9.99 µM; P18177; hit rate 0.24% among 350,000; in the data active = inhibition above about 10%
# BH1578 lux ind – quorum light induction in luxS cqsA deficient V. cholerae | activation, % at 18.7 µM | V. cholerae BH1578 lux reporter, luminescence, 6 h | hit rate 0.16% among 350,000; in the data active = activation mostly above about 9.7%, no sharp cut-off; note: not every result past the cut was called active; inactives centre near 0; reference of the scale not given here
# 3CLpro inhibitor – SARS-CoV 3CLpro protease inhibition. inhibition, % at 6 µM. hit rate 0.14% among 290,000. AID 1706. recombinant SARS-CoV 3CLpro, quenched FRET peptide cleavage; in the data active = inhibition above about 12%
# VHR inh abs – DUSP3 (human) phosphatase inhibition | P51452 | recombinant VHR phosphatase, pNPP absorbance | inhibition, % at 13.3 µM | hit rate 0.52% among 290,000 | AID 1654; in the data active = inhibition above about 50%; note: some compounds called inactive have numbers as strong as hits
# Target sequence (P51452 whole entry, looked up): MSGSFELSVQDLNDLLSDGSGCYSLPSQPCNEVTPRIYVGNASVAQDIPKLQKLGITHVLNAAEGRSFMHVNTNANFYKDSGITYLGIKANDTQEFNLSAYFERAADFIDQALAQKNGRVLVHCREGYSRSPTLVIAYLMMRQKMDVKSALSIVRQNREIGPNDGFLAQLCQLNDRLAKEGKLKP
# PfHsp40 rescue – restores yeast growth despite PfHsp40 toxicity; S. cerevisiae expressing PfHsp40, growth rescue, ATP luminescence; hit rate 0.68% among 340,000; growth rescue, % at 12.5 µM; in the data active = growth rescue above about 28%, passing the limit was not always enough;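 note: yeast W303a lacking pdr1 and pdr3 grown in galactose medium; growth measured after three days at 30 °C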
# MazEF act – increases E. coli MazEF RNase cleavage of RNA. hit rate 0.32% among 350,000. FAM/BHQ RNA-DNA oligo cleavage fluorescence, 5 h. P0AE70. activation, % at 20 µM; in the data active = activation above about 50%
# Target sequence (P0AE70 whole entry, looked up): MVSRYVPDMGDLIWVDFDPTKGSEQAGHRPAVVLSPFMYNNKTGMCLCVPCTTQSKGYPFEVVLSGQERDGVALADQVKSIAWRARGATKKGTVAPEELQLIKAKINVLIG
# PriA SSB inh – inhibitors of Klebsiella pneumoniae PriA binding to SSB C-terminal tail; AlphaScreen SSBct-PriA binding, biotinylated peptide; AID 1272365; inhibition, % at 33 µM; hit rate 0.6% among 430,000; in the data active = inhibition mostly above about 37%, no sharp cut-off; inactive = mostly below about 20%;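 note: plate controls were negative control peptide for no effect and reference peptide for full effect; strong numbers were not always called active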
# Anthrax LF inh2 – anthrax lethal factor protease inhibition. multiplex microsphere protease cleavage assay, LF. hit rate 0.12% among 360,000. inhibition, % at 10 µM. P15917; in the data active = inhibition above about 30%; note: plate controls were buffer without enzyme for full effect and enzyme alone for no effect
# Yp Topo-I inh – blocks Yersinia pestis topoisomerase I activity; AID 504884; Y. pestis Topo-I cleavage product accumulation, plate reader; activity, % at 10 µM; hit rate 0.064% among 360,000; in the data active = activity above about 50%, passing the limit was not always enough; note: inactives centre near 2
# Rv3671c protease – Rv3671c (M. tuberculosis) protease inhibition; inhibition, % at 5.96 µM; hit rate 0.048% among 320,000; in the data active = inhibition above about 38%;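 note: extracellular domain of Rv3671c used as enzyme; 0% = enzyme with DMSO and 100% = no enzyme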
# Target sequence (P9WHR9 whole entry, looked up, the tested form may be a part): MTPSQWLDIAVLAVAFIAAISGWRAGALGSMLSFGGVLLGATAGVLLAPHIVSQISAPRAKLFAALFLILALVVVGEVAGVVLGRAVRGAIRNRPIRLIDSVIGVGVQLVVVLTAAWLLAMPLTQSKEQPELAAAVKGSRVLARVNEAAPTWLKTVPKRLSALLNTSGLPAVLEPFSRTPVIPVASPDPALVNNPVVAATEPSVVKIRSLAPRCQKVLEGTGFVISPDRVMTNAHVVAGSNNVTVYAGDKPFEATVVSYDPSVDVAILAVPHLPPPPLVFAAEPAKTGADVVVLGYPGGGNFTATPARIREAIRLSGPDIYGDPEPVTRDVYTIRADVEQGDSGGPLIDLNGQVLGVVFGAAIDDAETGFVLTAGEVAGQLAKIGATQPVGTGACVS
# Active calls of the source: *; i = inactive; nt = not tested or not shown; & = joins results of further samples. Not all compounds are listed, so the mix of outcomes need not match the whole.
# The first 3 entries, ahead of the listing:
SMILES,TcdB inh,BH1578 lux ind,3CLpro inhibitor,VHR inh abs,PfHsp40 rescue,MazEF act,PriA SSB inh,Anthrax LF inh2,Yp Topo-I inh,Rv3671c protease
O=C(c1ccsc1)N1CCCC(N2CCN(c3ccccc3F)CC2)C1 (stereo not given),0.7,-0.3,-6,12,-1.0,-1,-6,0,0,8
COc1ccc(C)cc1S(=O)(=O)Nc1cccnc1,nt,-0.5,-1,8,0.1,8,-13,1,5,1
CCOC(=O)CSc1nc(C2CC2)cc(-c2ccc(Cl)cc2)c1C#N,-0.6,-1.4,0,1,-0.3,-15,-12,-1,22,-9

# Results, from the first entry:
SMILES,TcdB inh,BH1578 lux ind,3CLpro inhibitor,VHR inh abs,PfHsp40 rescue,MazEF act,PriA SSB inh,Anthrax LF inh2,Yp Topo-I inh,Rv3671c protease
O=C(c1ccsc1)N1CCCC(N2CCN(c3ccccc3F)CC2)C1 (stereo not given),0.7,-0.3,-6,12,-1.0,-1,-6,0,0,8
COc1ccc(C)cc1S(=O)(=O)Nc1cccnc1,nt,-0.5,-1,8,0.1,8,-13,1,5,1
CCOC(=O)CSc1nc(C2CC2)cc(-c2ccc(Cl)cc2)c1C#N,-0.6,-1.4,0,1,-0.3,-15,-12,-1,22,-9
O=C(O)c1ccc(-n2c(/C=C/c3cccc([N+](=O)[O-])c3)nc3ccccc3c2=O)cc1,0.5,i,8,34,0.8,2,-14,-5,9,-1
O=C(Cc1ccccn1)c1ccc(Cl)cc1,0.6,-3.0,nt,nt,0.8,3,-19,-10,3,0
O=C(Cn1cccc1C(=O)c1ccccc1)NCc1cccc(Cl)c1,1.9,-0.7,0,-9,0.4,5,-7,-4,8,-2
COc1ccc(C(=O)Nc2nnc(-c3cccs3)s2)cc1,nt,-0.2,-1,0,-0.5,-4,-3,-6,1,3
O=c1cc(N2CCN(c3ccccc3)CC2)[nH]c(=O)n1C1CCCCC1,nt,1.1,2,20,-1.2,-5,-18,-10,10,-1
Nc1nc(NCc2ccco2)nc(Nc2ccccc2)c1[N+](=O)[O-],0.7,-0.2,2,31,-0.4,7,-8,nt,-2,-23
COC(=O)c1ccc(C(=O)OC)c(NS(C)(=O)=O)c1,nt,-0.5,-1,-2,-0.8,-7,-6,-2,-5,6
COc1ccc(N(CC(=O)NCc2ccco2)S(=O)(=O)c2ccc(OC)c(OC)c2)cc1,nt,-1.4,6,-5,-0.4,0,2,-3,0,0
Cc1ccc(OC(F)F)c(NC(=O)Nc2ccc3c(c2)OCO3)c1,0.2,i,9,1,-0.6,4,-15,-3,-3,5
CCC(CC)N=C1NS(=O)(=O)c2cc([N+](=O)[O-])ccc21,0.1,0.0,-1,26,-0.5,2,-11,-3,3,5
COc1ccc(NC(C)=O)cc1C,1.5,2.1,6,-3,-0.8,-1,0,1,-5,-9
Cc1ccccc1NS(=O)(=O)c1ccc(C2CNC(=O)C2)cc1 (stereo not given),nt,-0.3,-1,-9,-0.1,-2,-7,-1,14,6
N#Cc1cccc(NS(=O)(=O)c2ccc(S(=O)(=O)N3CCOCC3)cc2)c1,-0.7,i,nt,nt,0.4,-5,-12,7,-4,0
O=C(N/C(=C/c1ccco1)C(=O)N1CCOCC1)c1ccccc1Br,-0.3,1.7,-6,2,-0.4,-4,-1,2,-9,-4
COc1cccc(/C=N/NC(=O)c2nc(-c3ccccc3)cc(-c3ccccc3)n2)c1,nt,i,0,8,0.0,-4,nt,1,16,-5
COc1ccccc1-c1cc(NC(C)=O)c2ncc(-c3cccc(C(C)=O)c3)n2c1,0.0,-0.2,nt,nt,nt,nt,nt,-7,47,nt
CC(C)CC(OC(=O)CC1Sc2ccccc2NC1=O)C(=O)NC1CCCC1 (stereo not given),-0.6,0.1,7,4,0.1,-6,-18,5,0,5
COCCCNC(CC(=O)Nc1ccc(OC)cc1OC)C(=O)O (stereo not given),nt,i,-3,-6,0.0,0,-12,-4,-7,3
O=C(O)c1ccccc1N1C(=O)C2C3c4ccccc4C(Br)(c4ccccc43)C2C1=O (stereo not given),-1.5,-0.4,3,-5,0.3,-1,0,-7,-5,2
CCOc1ccc(S(=O)(=O)N2CCC(C(=O)Nc3cccc(NC(C)=O)c3)CC2)cc1,0.5,-0.3,2,4,-0.2,9,-2,6,9,-5
Cc1nn(-c2ccccc2)c(C)c1S(=O)(=O)O,-0.1,i,8,7,2.8,12,-4,-4,3,-1
Cc1cccc(NC(=O)CN2C(=O)COc3ccc(Cl)cc32)c1C,0.6,-0.4,1,5,1.2,-2,-13,-6,7,0

# Going on with the list.
SMILES,TcdB inh,BH1578 lux ind,3CLpro inhibitor,VHR inh abs,PfHsp40 rescue,MazEF act,PriA SSB inh,Anthrax LF inh2,Yp Topo-I inh,Rv3671c protease
CC1CCCC(NC(=O)c2cc(S(=O)(=O)N3CCOCC3)ccc2F)C1C (stereo not given),1.7,0.7,2,-9,0.1,4,-18,-2,2,-10
Cc1cc(=O)[nH]c2c(C)cc(S(=O)(=O)N3CCOCC3)cc12,-1.2,i,-5,10,-0.2,6,-16,3,-2,1
Cc1ccc(NC(=O)C2CCN(S(=O)(=O)c3cccs3)CC2)cc1C,nt,i,-5,10,-0.2,-11,-6,-9,9,-8
O=C(O)c1ccc(F)c(S(=O)(=O)Nc2ccccc2Cl)c1,4.7,i,0,-8,1.2,0,-14,0,-11,-1
COc1cccc(-c2sc3ccc(OC)cc3c2-c2ccc(OCCN(C)C)cc2)c1,3.9,i,nt,nt,31*,14,-10,-6,-20,0
COc1ccc(CCNC(=O)c2ccc(CS(=O)(=O)Cc3ccc(C)cc3)o2)cc1OC,0.0,-4.8,nt,nt,nt,9,nt,-2,11,nt
COc1ccc(C(=O)N(CC2CCCO2)C(C(=O)NC2CCCC2)c2ccc(Cl)cc2)cc1OC (stereo not given),nt,5.9,1,-2,-0.1,-4,-17,2,5,1
O=C1/C(=C\c2ccc3c(c2)OCO3)N2CCC1CC2,1.5,-0.5,3,17,0.7,-5,-2,0,4,3
Cc1ccc(C)c(Cn2nc(-c3ccccc3)ccc2=O)c1,-0.7,i,6,53*,0.9,-3,-12,-2,22,-1
COc1ccc(OC(=O)N(C)C[C@@H]2OCc3cnnn3CCCC(=O)N([C@H](C)CO)C[C@H]2C)cc1,1.0&1.9&-0.5,-0.6,nt,nt,nt,-4,nt,5,5,nt
O=C(Nc1nnc(C2CC2)s1)c1cc(S(=O)(=O)N2CCN(c3ccccc3)CC2)ccc1Cl,nt,-0.4,-8,23,-0.2,-2,-15,-4,18,-4
CCCCCC(=O)Nc1ccc2ccccc2c1,nt,-0.3,-2,-4,-0.6,-7,-2,0,-1,-13
c1ccc2nc(N3CCCC3)c(N3CCCCC3)nc2c1,0.6,i,nt,nt,1.8,1,-112,1,5,nt
Cc1cc(OCC(=O)NCc2ccncc2)c2c(C)cc(=O)oc2c1,1.0,-0.4,0,30,-0.9,5,-11,0,-2,-5
Cc1ccc(S(=O)(=O)N2CC[C@@H]2C(=O)O)cc1,1.4,1.5,nt,nt,nt,6,1,-6,0,-6
COc1ccccc1N1C(=O)CSC1=NC(=O)c1ccccc1,0.9,0.3,3,-1,1.7,-6,-2,2,-1,-31
Cc1csc(C(C#N)C(=O)c2cc3ccccc3o2)n1 (stereo not given),0.4,-0.4,2,28,1.8,2,8,-1,-11,-1
O=C(OCc1nnc(-c2ccccc2)o1)c1cc(=O)c2ccccc2o1,nt,nt,-3,4,-0.4,-18,-10,1,-8,2
CCCCN1C(=O)CCC(C(=O)O)C1c1ccc([N+](=O)[O-])cc1 (stereo not given),0.6,-0.3,1,-16,-1.8,-1,-2,2,8,-2
COc1ccc(NC(=O)c2cc(N3C(=O)C4C5CCC(C5)C4C3=O)ccc2Cl)c(OC)c1 (stereo not given),0.1,-0.4,-3,2,-0.1,2,9,0,12,0
CC(=O)c1c(C)[nH]c(C(=O)N2CCCC(C)C2)c1C (stereo not given),-0.5,-0.2,-1,22,0.5,4,1,-1,2,-13
O=C(NCCCN1CCOCC1)c1ccccc1-c1ccccc1,nt,-2.0,0,-6,-1.9,7,-2,2,-1,8
CCCc1nnc(SCC(=O)Nc2nc(C)cs2)n1CCOC,-0.2,i,-2,30,0.1,6,-13,-2,4,-2
Cc1ccc(C(=O)/C=C/Nc2ccc3c(c2)OCO3)cc1,nt,-0.7,-3,24,0.4,1,-2,1,-11,4
O=C1SC(SC(=Nc2ccccc2)Nc2ccccc2)C(=O)N1c1ccccc1 (stereo not given),1.1,-2.0&-0.2,-6,-8,-1.8&2.9,12&-5,2,-2&-1,-9&-6,-8

# The final 2 entries of the part above are carried over, then new ones follow.
SMILES,TcdB inh,BH1578 lux ind,3CLpro inhibitor,VHR inh abs,PfHsp40 rescue,MazEF act,PriA SSB inh,Anthrax LF inh2,Yp Topo-I inh,Rv3671c protease
Cc1ccc(C(=O)/C=C/Nc2ccc3c(c2)OCO3)cc1,nt,-0.7,-3,24,0.4,1,-2,1,-11,4
O=C1SC(SC(=Nc2ccccc2)Nc2ccccc2)C(=O)N1c1ccccc1 (stereo not given),1.1,-2.0&-0.2,-6,-8,-1.8&2.9,12&-5,2,-2&-1,-9&-6,-8
O=C(CCl)NC(Cc1ccccc1)C(=O)OCC(=O)c1ccc(-c2ccccc2)cc1 (stereo not given),0.4,i,nt,nt,-1.2,2,-9,1,3,nt
COc1ccc2sc(SCCCS(=O)(=O)O)[n+](CCCS(=O)(=O)[O-])c2c1,-0.7,-0.4,0,46,-1.7,-2,5,10,-4,0
Cc1cc(C(=O)OCC(=O)Nc2cc(S(=O)(=O)N3CCOCC3)ccc2Cl)c(C)o1,nt,-0.3,1,23,1.7,-9,-20,-4,25,1
Cc1nc2ccccc2n1CC(O)COc1ccc(Br)cc1 (stereo not given),2.1,-0.5,2,22,1.7,-1,-3,-1,28,-2
Nc1cc(=O)[nH]c(=O)n1CCc1ccccc1,1.3,-0.5,2,11,1.5,7,-6,-12,5,4
CCCCC(=O)Nc1ccc(C(=O)Nc2cc(C(F)(F)F)ccc2Cl)cc1,nt,i,-2,1,0.0,2,-5,-3,3,4
CCOc1ncccc1C(=O)Nc1cccc(-c2nnc3n2CCCCC3)c1,0.9,i,0,30,0.1,6,10,-5,13,6
C[C@@H]1CN([C@@H](C)CO)S(=O)(=O)c2ccc(-c3ccccc3)cc2O[C@@H]1CN(C)Cc1ccccc1C(=O)O,1.6&-0.7&0.2,-0.3,nt,nt,nt,3,nt,-3,6,nt
Cc1c(C(=O)N(Cc2ccccc2)Cc2cccnc2)cnn1-c1ccc(F)cc1,1.4,i,-6,20,1.0,-1,10,-18,8,2
CCc1nn(C(C)C(=O)NCc2cccc(Cl)c2)c(=O)c2cc3occc3n12 (stereo not given),-3.1,i,1,11,1.1,8,5,2,29,3
C/C(=N\NC(=O)Cc1cccc2ccccc12)c1ccncc1,nt,-0.3,7,2,-0.8,-3,nt,-1,0,-4
COc1cc(Cl)ccc1NC(=S)N(CCN1CCOCC1)C1CCN(C(C)=O)CC1,0.9,i,2,4,-2.2,-7,-3,7,-10,5
CCc1ccc(OCc2nnc(NC(=O)c3cccs3)s2)cc1,nt,-0.5,-1,23,0.3,5,-11,-2,-4,3
COc1cccc(CNC(=O)[C@H](CCSC)NC(=O)N2CCn3c2nc2ccccc23)c1,0.7,-0.4,2,11,-0.7,7,6,-2,23,3
O=C(COC(=O)c1ccccc1C(=O)N1CCN(c2ccccc2)CC1)NCc1ccccc1,-0.4,i,0,26,2.5,67*,-1,-2,31,2
O=C(CN1CCN(Cc2ccccc2Cl)C1=O)NC1CCCCCC1,nt,0.9,0,20,0.2,0,-7,-3,8,7
CC(C)(C)n1nnnc1C(c1cccnc1)N1CCN(c2cccc(C(F)(F)F)c2)CC1 (stereo not given),nt,3.4,0,22,6.6,1,-2,2,31,4
COc1ccc(N(C(=O)Cn2nnc3ccccc32)C2(C(=O)NC3CCCC3)CCCCC2)cc1,nt,1.5,30*,-6,-0.2,-1,8,-3,31,-2
O=C1CN(C(=O)/C=C/c2ccccc2F)c2ccccc2N1,0.7,-0.3,0,6,-0.3,10,1,1,6,-1
Cc1cc2ncc(S(=O)(=O)C(C)(C)C)c(N)n2n1,1.1,i,-3,9,-0.5,-3,9,-1,2,-2

# From PubChem BioAssay
